Exocytosis inh: lytic granule exocytosis inhibition | TALL-104 LAMP-1 surface exposure, flow cytometry; cells stimulated with thapsigargin and PMA | inhibition, % at 10 µM | hit rate 0.66% among 360,000;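 active = inhibition above about 55%, limit read from the data; inconclusive = no clear call, values can overlap the other calls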
TRPM1 prom inh: inhibitors of MITF-driven TRPM1 promoter in melanoma cells. inhibition, % at 12.5 µM. hit rate 0.83% among 330,000. SK-MEL-5 TRPM1 promoter luciferase, 24 h;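 active = mean inhibition across replicates of 60% or more, whatever share of single replicates reaches that level; inconclusive = some that reach 60%, reason not given; inactive = mean inhibition across replicates below 60%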; note: values of inactives mirror those of a sister screen read the other way
NR2E3 ag-1: activates human photoreceptor nuclear receptor NR2E3; AID 2300; GST-NR2E3/biotin-RetCOR TR-FRET, 1536-well; inhibition of corepressor binding, % at 4.78 µM; Q9Y5X4; hit rate 0.12% among 320,000;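 active = percent inhibition above the cutoff of mean plus 3 SD of all tested compounds, set per screening campaign, cut at about 20% in these data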;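 note: 0% = DMSO wells and 100% = biotin wells as full block of FRET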
Target sequence (Q9Y5X4 whole entry, looked up): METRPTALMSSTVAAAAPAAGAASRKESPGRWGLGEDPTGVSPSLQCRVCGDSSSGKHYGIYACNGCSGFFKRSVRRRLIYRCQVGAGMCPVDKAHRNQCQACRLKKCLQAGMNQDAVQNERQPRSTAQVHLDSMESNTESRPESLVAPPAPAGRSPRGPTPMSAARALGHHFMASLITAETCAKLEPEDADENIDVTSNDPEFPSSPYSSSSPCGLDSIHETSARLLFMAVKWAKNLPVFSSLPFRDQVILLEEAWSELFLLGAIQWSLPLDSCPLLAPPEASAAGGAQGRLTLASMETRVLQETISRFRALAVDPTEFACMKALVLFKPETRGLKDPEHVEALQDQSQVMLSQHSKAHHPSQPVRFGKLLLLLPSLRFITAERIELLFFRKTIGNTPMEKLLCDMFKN
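System: GST-NR2E3 and biotin-RetCOR proteins; probe or stimulus: 7 nM biotin-RetCOR; doses: compound at 4.8 µM, single dose; schedule: Compound–protein incubation for 5 h at 4 °C; detection: time-resolved FRET; read-out: percent inhibition; controls: biotin wells as high control, 0.6% DMSO wells as low control; format: 1536-well plates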
CaV13 FRET inh: Disruptors of the CACNA1D IQ motif to Ca2+-dependent inactivation inhibitor domain association, primary screening, Förster resonance energy transfer in intact living …. AID 743397. HEK cells, CFP/YFP FRET ICDI-IQ, plate reader, 10 min; percent FRET-ratio fall versus neutral wells. inhibition, % at 12.3 µM. hit rate 0.098% among 340,000;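 active = mean replicate inhibition of at least 30% and at least 1% of replicates passing that level; inconclusive = only one of the two criteria is met; inactive = neither criterion is met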;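 note: 0% = median of the neutral control wells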
HIF-2a inh: blocks HIF-2a reporter activity. 786-0 RCC cells HIF-2a reporter, luciferase luminescence, overnight. inhibition, % at 18.8 µM. hit rate 0.72% among 360,000;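 active = inhibition of the luminescence signal of 40% or more relative to plate controls, in a single-dose primary screen at 18.75 µM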
hiPSC survival: increases survival of single human iPS cells. hiPSC single-cell survival, ATPlite luminescence; 100% = ROCK inhibitor wells, 0% = DMSO. survival enhancement, % at 20 µM. hit rate 0.044% among 360,000. AID 602274; in the data active = survival enhancement above about 18%;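 note: cells exposed to compounds for 16 hours before the ATP read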
aDG glyco act: increases alpha dystroglycan glycosylation. activation, % at 10 µM. AID 624168. hit rate 0.22% among 360,000. Pro5-aDG cells, alpha-DG glycosylation AlphaScreen (IIH6); 0% Pro5, 100% B10-LARGE cell signal;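 active = activation of at least 8% versus controls, or a plate z-score of at least 8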;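 note: Pro5 are CHO cells carrying HIG-tagged alpha-DG that lacks glycosylation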
Peg3 promoter: inhibitors of Peg3 promoter | HeLa PEG-Prom luciferase reporter, luminescence, overnight | inhibition, % at 20 µM | hit rate 1.7% among 360,000 | AID 588405;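 active = inhibition of at least 50% at 20 µM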
PDI turbidity: inhibitors of human protein disulfide isomerase. P07237. PDI insulin aggregation turbidity, A650, 90 min. inhibition, % at 10 µM. hit rate 0.052% among 350,000. AID 588391;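 active = mean inhibition across replicates of 30% or more, whatever share of single replicates reach that level; inconclusive = mean inhibition below 30% while every single replicate reaches 30%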;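 note: absorbance from insulin aggregation driven by PDI reduction with DTT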
Target sequence (P07237 whole entry, looked up): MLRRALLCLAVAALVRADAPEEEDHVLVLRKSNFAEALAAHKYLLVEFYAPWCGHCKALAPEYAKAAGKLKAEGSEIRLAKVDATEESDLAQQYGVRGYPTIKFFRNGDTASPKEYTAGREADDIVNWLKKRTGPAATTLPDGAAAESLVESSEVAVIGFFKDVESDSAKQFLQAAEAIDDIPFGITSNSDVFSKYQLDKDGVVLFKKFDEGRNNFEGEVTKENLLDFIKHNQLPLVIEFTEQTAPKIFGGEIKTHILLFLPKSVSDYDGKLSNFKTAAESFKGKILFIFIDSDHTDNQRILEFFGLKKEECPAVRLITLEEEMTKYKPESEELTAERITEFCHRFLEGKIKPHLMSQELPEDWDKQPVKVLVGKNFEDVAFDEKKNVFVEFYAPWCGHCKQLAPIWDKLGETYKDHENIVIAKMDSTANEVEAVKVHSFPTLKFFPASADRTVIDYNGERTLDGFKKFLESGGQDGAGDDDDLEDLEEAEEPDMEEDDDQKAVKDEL
NR2E3 ag-2: human photoreceptor-specific nuclear receptor agonism | CHO-S Gal4-NCOR/VP16-NR2E3 two-hybrid, luciferase | inhibition of corepressor binding, % at 3.98 µM | hit rate 0.35% among 360,000 | AID 602229;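 active = inhibition above the mean of all tested compounds plus 3 SD, cut at about 70% in these data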;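 note: 0% = DMSO with NR2E3 transfected cells and 100% = cells lacking NR2E3 construct; higher means lower luciferase signal from less NR2E3 corepressor binding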
Vif inh: blocks HIV Vif function | hit rate 0.35% among 340,000 | inhibition, % at 7.49 µM | HEK293T cells, Vif self-association by quenched fluorescence, imaging, 24 h | AID 602346; in the data active = inhibition above about 50%, passing the limit was not always enough; inconclusive = no clear call, values can overlap the other calls; inactive = below about 31%; note: some results filed as inactive read as strong as hits
Numbers without * were called inactive; ? = inconclusive; nt = no result given; & = joins results of further samples.

SMILES	Exocytosis inh	TRPM1 prom inh	NR2E3 ag-1	CaV13 FRET inh	HIF-2a inh	hiPSC survival	aDG glyco act	Peg3 promoter	PDI turbidity	NR2E3 ag-2	Vif inh
CCN(CC)CCNC(=O)CCn1c(=S)[nH]c2cc3c(cc2c1=O)OCO3	-2	2	3	-6	19	0.6	0.0	-14	0	-20	?
COc1ccc(-n2c(SC)nc(O)cc2=O)cc1	2	9	3	-9	-12	-0.4	-0.1	19	2	-32	5
O=c1cc(CSc2nnc(COc3ccccc3)n2-c2ccccc2)c2ccccc2[nH]1	-5	-4	2	1	27	0.4	0.1	11	6	2	0
Cc1sc2ncn(CC(=O)NCc3ccccc3)c(=O)c2c1C	1	21	6	-4	22	0.3	-0.1	28	-5	0	-1
COc1ccc(CNC(=O)c2cc(-c3cc(C)ccc3O)n[nH]2)cc1	1	-6	-3	-8	-68	-0.6	-0.1	-30	-4	-20	6
Cc1sc2c(c1C)c(=O)nc1scc(CC(=O)O)n12	0	2	-2	-6	5	1.7	0.0	12	0	-15	-15
COc1cc(C)c(S(=O)(=O)n2nnc3ccccc32)cc1C	-1	9	2	-6	-4	-3.3	-0.3	-2	2	-2	5
CN(C)C(CNC(=O)CNC(=O)c1ccc(Br)cc1)c1ccccc1 (stereo unspecified)	6	-15	-2	0	8	-0.4	0.0	27	5	-24	-1
Cc1cccn2c(=O)c3cc(C#N)c(=NC(=O)c4ccccc4)n(Cc4ccco4)c3nc12	0&-1	-8&-7	-3	1	-9&-52	6.3&0.4	0.6&0.6	-21&-11	-6&3	-13&2	-1&-8
CCCCn1nnnc1C(c1ccccc1)N1CCCN(Cc2ccc(F)cc2)CC1 (stereo unspecified)	1	nt	nt	-6	-1	-0.8	-0.1	nt	nt	-2	nt
CCOc1cc(C)nc(N2CCN(C3CCCCC3)CC2)n1	-2	-1	5	-6	-7	-0.5	-0.1	9	9	-2	-6
COc1ccccc1CN(C)C(=O)c1sccc1-c1ccccc1	0	4	3	-5	15	-0.4	-0.2	36	-2	2	nt
COCCN(CCOC)S(=O)(=O)c1ccc(C(=O)Nc2sc3c(c2C(N)=O)CCCCC3)cc1	6	-9	1	-5	-114	-1.7	0.3	-59	-3	-65	-3
O=C(/C=C/c1ccccc1Cl)Nc1ccc(-c2nnc3n2CCCCC3)cc1	-2	-13	-3	-5	10	-2.0	-0.4	8	1	-2	-6
Cn1c(CCCOc2ccc(Cl)cc2Cl)n[nH]c1=S	5	-24	0	-10	-131	-0.6	0.3	-148	1	-69	-2
C[C@H](NC(=O)c1[nH]cnc1C(=O)Nc1ccc(Cl)cc1)c1ccccc1	-15	4	-1	-4	2	1.0	0.1	48	0	-16	1
COc1ccc(C(=O)NCCN2C(=O)S/C(=C\c3cccnc3)C2=O)c(OC)c1OC	-1	0	-1	-8	12	1.9	-0.1	-7	-6	9	-2
O=c1c2[nH]c3ccc(F)cc3c2ncn1CCN1CCN(Cc2ccccc2)CC1	1	nt	2	-5	19	-2.2	-0.1	14	nt	-18	7
Cc1cc(NC(=O)/C=C/c2ccc(F)cc2)n(-c2nc3ccccc3[nH]2)n1	-6	-27	-1	-2	-25	-2.3	-0.4	-17	-6	-4	-1
O=C(NNC(=S)NCc1ccc(Cl)cc1)c1ccc(Br)o1	0	-4	0	-6	4	0.2	0.0	16	4	-20	-4
O=C(O)CC1S/C(=N\N=C/c2ccccc2)N(c2ccc(O)cc2)C1=O (stereo unspecified)	1	12	-1	-8	17	-1.0	-0.1	5	-4	12	12
CCOC(=O)C1=C(CCc2ccccc2)NC(=O)NC1c1ccc(C#N)cc1 (stereo unspecified)	-4	-3	7	-10	8	-2.3	-0.2	2	2	-14	nt
COc1cccc(OC)c1C(=O)N1CCN(Cc2ccccc2C)CC1	-1	1	-1	nt	23	-1.3	0.3	10	0	11	18
O=C(c1ccc(-c2ccccc2Cl)o1)N1CCC1	-6	-81	nt	-7	-198	-0.5	0.2	-244	-3	-108	4
CCC(=O)Nc1ccc(NCc2cccs2)cc1	12	-6	0	-21	-61	-0.2	0.0	-40	2	-4	5
COc1ccc(CCCc2nnc(SCC(=O)Nc3cc(C)c(C)cc3Br)o2)cc1	-2	10	-1	-4	20	1.3	0.0	15	0	-25	-9
Cc1c([N+](=O)[O-])cc(C(=O)N2CCOCC2)cc1[N+](=O)[O-]	-4	5	-1	-2	26	4.4	0.0	17	-6	-22	-1
COc1ccc(-n2c(O)c(C=NC3CC3)c(=O)[nH]c2=O)cc1	-2	-5	-1	nt	3	4.6	0.0	-6	4	21	nt
CC(=O)Oc1ccccc1C1OC(=O)c2ccccc2N1C(C)=O (stereo unspecified)	2	10	3	nt	3	0.6	-0.1	11	-9	-5	1
O=C(Nc1ccc(F)cc1F)NC1CCN(Cc2c(F)cccc2Cl)CC1	1	10	1	-6	10	-0.4	0.3	12	2	5	-1

Shown as comma-separated lines: part of the list above
canonical_smiles,Exocytosis inh,TRPM1 prom inh,NR2E3 ag-1,CaV13 FRET inh,HIF-2a inh,hiPSC survival,aDG glyco act,Peg3 promoter,PDI turbidity,NR2E3 ag-2,Vif inh
C[C@H](NC(=O)c1[nH]cnc1C(=O)Nc1ccc(Cl)cc1)c1ccccc1,-15,4,-1,-4,2,1.0,0.1,48,0,-16,1
COc1ccc(C(=O)NCCN2C(=O)S/C(=C\c3cccnc3)C2=O)c(OC)c1OC,-1,0,-1,-8,12,1.9,-0.1,-7,-6,9,-2

Going on with the list:
SMILES	Exocytosis inh	TRPM1 prom inh	NR2E3 ag-1	CaV13 FRET inh	HIF-2a inh	hiPSC survival	aDG glyco act	Peg3 promoter	PDI turbidity	NR2E3 ag-2	Vif inh
CCC(C)[C@H](NC(=O)NCCCOC(C)C)C(=O)OC (stereo partly specified)	-2	4	-1	-5	21	1.6	-0.1	0	6	16	12
c1ccc(CSC2=NCCS2)cc1	-3	-17	-1	8	-2	0.0	-0.1	-11	-1	-39	-4
O=C(CSc1nnc(CNC(=O)c2cccs2)o1)c1ccccc1	-6	19	1	-4	-10	4.3	-0.2	10	-2	-21	13
Nn1c(SCc2nc3ccccc3[nH]2)nnc1C1CCCCC1	4	2	5	-5	6	6.1	-0.1	-10	3	-24	0
Cc1cc(C)nc(NS(=O)(=O)c2ccc(NC(=O)CCCN3C(=O)c4ccccc4C3=O)cc2)n1	-5	11	1	nt	-2	-0.4	0.1	-4	-7	-3	nt
CN1CCN(NC(=S)Nc2ccc(OC(F)F)cc2)CC1	4	5	-3	-3	10	-0.5	0.0	3	5	-6	1
N#Cc1ccc(CN2CCN(C(=O)C3CC(=O)N(c4ccc5c(c4)OCCO5)C3)CC2)cc1 (stereo unspecified)	-4	nt	nt	-6	1	-2.2	0.4	9	5	-22	-3
CCCCOC(=O)Cn1c(=N)n(CCN2CCOCC2)c2ccccc21	-1	-3	2	-4	15	1.4	-0.2	-4	-2	14	-4
COc1ccc(CCN2CC(C(=O)Nc3ccc(S(C)(=O)=O)cc3)CC2=O)cc1OC (stereo unspecified)	-3	10	0	-8	-7	-0.3	0.3	7	4	15	11
Nc1cccc2cc(S(=O)(=O)O)ccc12	14	-2	nt	-5	7	-0.2	-0.1	14	-5	5	6
CC1CCCCN1C(=S)Nc1ccc(OC(F)F)cc1 (stereo unspecified)	4	0	-1	-6	-35	-0.2	-0.1	-20	9	8	-7
CCOC(=O)c1cnc(-n2nc(C)cc2C)nc1Nc1ccc(C)cc1	-2	1	nt	-4	-3	2.4	6.5*	16	0	13	-2
CC(C)(C)NC(=S)NC1CC1	-9	2	-5	-5	9	-0.1	0.0	-4	8	-28	6
CC(C)(C)NC(=O)CN(C(=O)c1ccc(Cl)nc1)c1cccc2ccccc12	2	1	-1	-7	5	-0.1	0.0	1	-2	10	6
O=C(Nc1ccc2c(c1)OCO2)C1CC(c2c(F)cccc2Cl)=NO1 (stereo unspecified)	-2	-35	-1	-8	-228	1.2	1.4	-170	0	16	-3
CCCCN(C=O)c1c(CC)nc2c(OCC(=O)c3ccc(F)cc3)cccn12	7	nt	nt	-7	-70	0.4	0.1	-66	3	-27	-2
C=CCOc1ccc(/C=C/C(=O)OCC(=O)NC(C)c2ccc(F)cc2)cc1 (stereo unspecified)	-3	-2	2	-6	1	0.6	0.2	-1	-6	4	1
Cc1cc(C)cc(N(C(C)C(=O)N2CCCCC2)S(C)(=O)=O)c1 (stereo unspecified)	9	2	-2	nt	2	-1.2	0.0	-8	0	-16	-9
O=C(Nc1cc2c3c(c1)CC(=O)N3CCC2)c1ccc(Br)cc1	-2	-16	-4	-5	-78	0.3	0.0	-86	-10	-10	7
CS(=O)(=O)N1CCc2cc(C(=O)Nc3ccc(Cl)cc3)ccc21	7	-64	-4	0	-213	-0.6	0.1	-179	-42	-36	-3
c1csc(-c2nc(NCC3CCCO3)c3ccccc3n2)c1 (stereo unspecified)	2	8	1	-3	3	-0.1	-0.1	26	4	-26	0
COc1ccc(CN(C)C(=O)CNC(=O)c2ccc3ccccc3c2)c(OC)c1	-9	-3	1	-4	-3	-0.4	0.0	25	12	9	6
CCOC(=O)CN(C(=O)COC(=O)C1(c2ccccc2)CC1)c1ccc(F)cc1	2	1	-1	-5	2	0.9	-0.2	3	-2	12	-9
CC(=O)c1sc(Nc2nc3cc4c(cc3s2)OCO4)nc1C	5	2	nt	-7	-294	-0.7	0.1	-307	-11	-35	-14
CCCCN(CC)C(=O)CN1C(=O)c2ccccc2C1=O	-1	-1	3	nt	26	5.9	-0.3	-3	-9	-18	12
CCN1CCN(CCNC(=O)CCCn2nc(C)c3c(C)n(-c4ccc(C)cc4)nc3c2=O)CC1	-5	10	2	-3	5	1.4	0.1	-2	6	9	4
Cc1ccnc(NS(=O)(=O)c2ccc(N3C(=O)c4ccccc4C3=O)cc2)n1	0	1	0	-2	10	1.6	-0.3	1	0	-7	10
Cc1cccc(OC(=O)c2cccnc2)c1C	-4	0	3	-1	11	-0.5	-0.1	10	8	0	-3
OC(CN1CCC(Cc2ccccc2)CC1)c1ccccc1 (stereo unspecified)	22	3	2	-4	12	-0.1	0.1	0	3	4	3
CC(=O)NC(CC(=O)OCC(=O)Nc1cc(S(=O)(=O)N2CCCCC2)ccc1C)c1ccccc1 (stereo unspecified)	9	1	nt	-2	16	0.1	0.0	4	11	2	-1
COc1ccc(OC)c(-c2csc(NC(=O)C3COc4ccccc4O3)n2)c1 (stereo unspecified)	4	1	0	2	-17	-1.2	0.1	-10	1	-2	-9
CN(Cc1nc2ccccc2n1C)S(=O)(=O)c1ccc(Cl)cc1	-20	2	-1	nt	-3	0.3	0.0	18	3	-2	50*
COc1ccc2[nH]c(C(=O)NCCCn3ccnc3)cc2c1	4	-3	-3	nt	-3	-0.8	0.6	-16	10	0	-3
CCCCNC(=O)CC1N=C2c3ccccc3N=C(SCC(=O)Nc3ccccc3C)N2C1=O (stereo unspecified)	0	8	0	-3	-4	-0.9	0.0	-3	2	3	-12

Screens from PubChem BioAssay.
